# Compound activity as filed in PubChem BioAssay.
# GalR3 antagonist = blocks the human galanin receptor 3; actives 0.44% (n = 360,000); HEK293 GalR3-CNG cAMP membrane potential fluorescence; galR3 body fused to GalR1 C-terminus; AID 651719; inhibition, % at 3 µM; O60755;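 active = inhibition above the screen-wide average plus 3 SD, cut at about 13% in these data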;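 also: forskolin and galanin both at EC90 stimulate the cells; cAMP rise reported by CNG channel membrane potential dye signal; 0% = forskolin plus galanin with DMSO and 100% = forskolin alone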
# Target sequence (O60755 1-299 limits assumed): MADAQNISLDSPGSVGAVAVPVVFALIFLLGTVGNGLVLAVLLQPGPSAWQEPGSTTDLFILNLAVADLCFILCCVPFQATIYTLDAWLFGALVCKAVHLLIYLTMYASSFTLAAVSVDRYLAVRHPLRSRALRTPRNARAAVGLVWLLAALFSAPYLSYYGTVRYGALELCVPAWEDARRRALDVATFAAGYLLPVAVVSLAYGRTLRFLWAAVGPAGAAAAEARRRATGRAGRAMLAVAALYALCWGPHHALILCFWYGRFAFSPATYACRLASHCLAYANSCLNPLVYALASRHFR
# An asterisk follows results filed as active. This is a subset; rates above refer to the full screens.
no. | smiles | GalR3 antagonist
1 | CCCCNC(=O)C1(C)CCCCN1Cc1ccc2ccccc2c1 (stereo unspecified) | -4.6
2 | CCN(CC(=O)Nc1ccc(OC)cc1)C(=O)c1ccc2c(c1)NC(=O)CS2 | -4.2
3 | CCCCCCCCNS(=O)(=O)CCNCCc1ccccc1 | -1.0
4 | Cc1ccc([N+](=O)[O-])cc1CN1CCN(c2ncc(Cc3ccccc3)cn2)CC1 | -4.2
5 | C[C@@H]1CN([C@@H](C)CO)C(=O)CCCn2nncc2CO[C@H]1CN(C)C(=O)Nc1ccccc1F | -1.8
6 | O=C(NCc1ccc(F)cc1)c1cc(C2CCCCN2C(=O)c2ccc(Cl)cc2)on1 (stereo unspecified) | -5.4
7 | COc1ccc(C(O)c2nc(-c3ccccc3OC)cs2)cc1 (stereo unspecified) | -8.2
8 | COc1cc(CNC(=O)c2cc(-c3ccc(OC)cc3C)n[nH]2)cc(OC)c1 | 2.8
9 | COc1cc(C=C2CN(C)C(=O)C2=O)ccc1O | -3.9
10 | Cc1ccc2c(=O)n3c(nc2c1)C(C)NC(=O)c1cccnc1-3 (stereo unspecified) | -6.0
11 | COc1cccc(C(NC(C)=O)c2nc(-c3cccs3)cs2)c1 (stereo unspecified) | -3.8
12 | CCCCNC(=O)C1(C)CCCCN1C(=O)c1cccc(OC(F)(F)F)c1 (stereo unspecified) | -3.8
13 | NC(Cc1ccc(C(F)(F)F)cc1)c1csc(Nc2nccc(C(F)(F)F)n2)n1 (stereo unspecified) | 2.3
14 | COC(=O)[C@H](Cc1ccc(O)cc1)NCCCn1cnc(C(=O)Nc2ccc(C)c(C)c2)n1 | -0.4
15 | CCCCCCCCN1C(=O)[C@H](CC(=O)N2CCCC2)C[C@@]2(C(=O)OC)CCCCC=C12 | -5.4
16 | CCOC(=O)c1c(NC(=O)CN2C(=O)N(C)C3(CCCCC3)C2=O)sc(C(=O)N(C)C)c1C | -3.4
17 | CCCCN(C(=O)c1cccc(-n2cnnn2)c1)c1c(N)n(CCCC)c(=O)[nH]c1=O | -4.0
18 | CCC(C)Cn1cnc2c(Sc3c([N+](=O)[O-])ncn3C)nc(N)nc21 (stereo unspecified) | -6.7
19 | CCOc1ccccc1NC(=O)c1ccc2c(O)c(S(=O)(=O)c3ccccc3)c(=O)[nH]c2c1 | -4.5
20 | CC(=NNC(=O)c1ccncc1)c1cccc(Cl)c1 | -0.3
21 | CCCn1c(=S)[nH]c2cc(C(=O)N3CCN(c4ccc(F)cc4)CC3)ccc2c1=O | -1.7
22 | CC(C)C[C@H]1CNC(=S)N1CC1CCN(CC2CCC(C(C)(C)C)CC2)CC1 (stereo partly specified) | -0.7
23 | CCCCCC[n+]1ccccc1/C=C/c1ccc(N(C)C)cc1 | 15.9*
24 | CCc1nc2ccc(C(=O)Nc3ccc(OC)c(OC)c3)cn2c1N(C)Cc1ccc(OC)cc1 | -4.3
25 | CN(C)c1cccc(-c2cc(Nc3ccc(C(C)(C)C)cc3)ncn2)c1 | 3.4
26 | CN(Cc1ccccc1)C(=O)c1cccc(NC(=O)Cc2ccc(NC(=O)C3CCCN(C(=O)CCc4ccccc4)C3)cc2)c1 (stereo unspecified) | -2.5
27 | CN(C(=O)c1ccc(NC(=O)Cc2ccc(NC(=O)C3CCCN(C(=O)C4CCC4)C3)cc2)cc1)C1CCCC1 (stereo unspecified) | -3.6
28 | CCOC(=O)C1CCCN(C(=O)c2cccc(S(=O)(=O)N(C)c3ccc(OC)cc3)c2)C1 (stereo unspecified) | -0.9
29 | Cc1ccc(S(=O)(=O)Nc2ccc3c(c2)C(=O)N([C@@H](C)CO)C[C@@H](C)[C@@H](CN(C)C(=O)NC2CCCCC2)OCCCC[C@H](C)O3)cc1 | -5.2
30 | COc1cc2c(cc1NC(=O)C(F)(F)F)-c1ccc(NC(=O)C(F)(F)F)cc1C2 | -6.4
31 | CC(C)NC(=O)N[C@H]1CC[C@H](CC(=O)NCc2ccc(Oc3ccccc3)cc2)O[C@@H]1CO | -3.9
32 | CN(C)C(=O)N1CCN(C(=O)[C@H](CCc2ccccc2)NC(=O)[C@H]2O[C@@H](n3cnc4c(N)ncnc43)[C@H](O)[C@@H]2O)CC1 | -7.6
33 | O=S(=O)(c1ccc(F)c(F)c1)N1CCCCCCC1 | -5.9
34 | COCCCNC(=O)C[C@H]1C[C@H](C(=O)N2CCOCC2)[C@@]2(C)c3[nH]c4ccc(Cl)cc4c3CCN2C1=O | -5.5
35 | COc1ccc(OC)c(N2C(=O)c3ccccc3C2c2nnnn2-c2ccc3c(c2)OCCO3)c1 (stereo unspecified) | -5.3
36 | CN1CCC(OC2c3ccccc3CCc3ccccc32)CC1 | 3.0
37 | CCCCCCCCN1C(=O)[C@H](CC(=O)NCc2ccc(OC)c(OC)c2)C[C@@]2(C(=O)OC)CCCCC=C12 | -4.5
38 | CCCCNC(=O)C1(C)CCC(=O)N1C1CCN(Cc2ccccc2)CC1 (stereo unspecified) | -3.6
39 | O=C1C(Cl)=C(NCCc2ccccc2)C(=O)c2ccccc21 | 4.5
40 | COC(=O)c1cc(S(=O)(=O)NCC2CCN(C(=O)C(=O)c3cc4ccccc4o3)CC2)cs1 | -6.1
41 | CC1C(=O)N(Cc2cn(Cc3ccco3)nn2)CCS(=O)(=O)N1Cc1ccc(-c2ccc(F)cc2Cl)cc1 (stereo unspecified) | -4.2
42 | COC1CC(C)C(OC)c2cc(O)cc(c2O)NC(=O)C(C)=CC=CC(C)C(OC(N)=O)C(C)=CC(C)C1OC (stereo unspecified) | -4.5
43 | CC(O)(c1ccc(F)c(F)c1)c1nc(-c2csc3ccccc23)cs1 (stereo unspecified) | -7.9
44 | COc1ccc(CN2CC[C@@H]3CN(C(C)=O)[C@H](c4ccccc4Br)C[C@@H]32)cc1 | -3.4
45 | COc1ccc(C(=O)N2CCN(c3ccccc3)CC2)cc1S(=O)(=O)NC1CC1 | -1.4
46 | Cc1cccc(-c2cc(N3CCCN(C)CC3)n3nccc3n2)c1 | -3.1
47 | Nc1ccccc1C(=O)N1O[C@@H]2C=C[C@H]1CC2 | -4.5
48 | CCCCN1C(=O)C(CC(=O)NCC2CCCCC2)CC(C(=O)N(C)C)=C1C (stereo unspecified) | -4.6
49 | C[C@H]1CN([C@@H](C)CO)C(=O)c2cc(C#Cc3cccnc3)cnc2O[C@H]1CN(C)Cc1ccc(F)cc1 | -6.5
50 | CC(C)[C@@H](CO)N(C)S(=O)(=O)c1ccccc1Br | -5.0

# Other results.
no. | smiles | GalR3 antagonist
51 | CCc1nc2c(OCCOc3ccc(F)cc3)cccn2c1N(C)C(=O)c1ccccc1F | -8.4
52 | COc1cccc(C(NC(C)=O)c2nc(/C=C/c3ccccc3)cs2)c1 (stereo unspecified) | -7.8
53 | Cn1nc(C(C)(C)C)cc1C(=O)N1CCCCC1c1cc(C(=O)Nc2cccc3c2CCCC3)no1 (stereo unspecified) | -7.0
54 | COc1cccc(CC(=O)Nc2ccc(N3CCOCC3)c(S(=O)(=O)Nc3ccccc3OC)c2)c1 | -6.8
55 | O=C(NNC(=O)C1COc2ccccc2O1)c1ccccc1O (stereo unspecified) | -0.4
56 | Oc1[nH]c2ccccc2c1N=Nc1ccccc1Cl | -1.2
57 | Cc1ccc2ccc(C(Nc3ccccc3)c3ccc(C(C)C)cc3)c(O)c2n1 (stereo unspecified) | 0.2
58 | C#CCN(C[C@@H]1[C@@H](OC(=O)Nc2cccs2)[C@@H](OC(=O)Nc2cccs2)Cn2c(=O)ccc(=O)n21)S(=O)(=O)c1ccc(C)cc1 | -5.9
59 | CCCCn1c(O)c2n(c1=O)Cc1ccccc1N=C2c1ccc(OC)cc1 | -4.1
60 | CC1(C)Cc2cccc(OC(=O)NC3CCCCC3)c2O1 | -3.9
61 | O=C1Nc2ccccc2N=C(c2ccccc2)C1N(C(=O)c1ccnc2ccccc12)c1ccccc1 (stereo unspecified) | -6.7
62 | CC1CC2(C)C(=CC1=O)CCC1C2C(O)CC2(C)C1CCC2(O)C(=O)CO (stereo unspecified) | -3.1
63 | CN(C)c1cccc(NC(=O)C2Cc3c(-c4ccc(Cl)cc4)ccnc3O2)c1 (stereo unspecified) | -0.1
64 | ON(CCc1ccccn1)Cc1ccccc1 | -6.2
65 | Clc1nc(Cl)c2ncn(-c3ccccc3)c2n1 | -1.0
66 | O=C(N[C@H](C(=O)N1CCC[C@H]1C(=O)NCCc1ccccc1Cl)C1CCCCC1)c1ccc(Cl)c(Cl)c1 | -7.6
67 | Cc1nc2c(O)c3c(c(O)c2nc1C)C1C=CC3CC1 | -4.1
68 | COc1cc2c(cc1OC)[C@@H](NC(=O)Cc1ccc(F)cc1)[C@H](OCc1ccccc1)C2 | -7.2
69 | CCCCNC(=O)C1(C)CCN1C(=O)Cc1ccc(OC)cc1 (stereo unspecified) | -1.7
70 | COC(=O)[C@@]1(Cc2ccc(F)cc2)[C@H]2c3cc(C(=O)N(C)C)n(CCc4c[nH]c5ccc(O)cc45)c3C[C@H]2CN1C(=O)c1ccccc1 | -5.1
71 | Cc1ccc(S(=O)(=O)N(C)C[C@@H]2Oc3ncc(Br)cc3C(=O)N([C@H](C)CO)C[C@H]2C)cc1 | -5.4
72 | O=C(OCc1cn([C@@H]2C[C@H](c3ccc(Cl)cc3)N(C(=O)c3cccs3)C[C@H]2O)nn1)c1ccccc1 | -5.5
73 | COCCNC(=O)C1(C)CCCN(C(=O)c2cccc(C#N)c2)C1 (stereo unspecified) | -6.4
74 | Cc1cccc(Cl)c1NC(=O)NCCCN1CCOCC1 | -1.0
75 | N#Cc1cc(F)cc(OCCCN2CCC(C(O)(c3ccccc3)c3ccccc3)CC2)c1 | -3.9
76 | O=C(COC(=O)/C=C/c1c(F)cccc1Cl)NCC1CCCO1 (stereo unspecified) | -4.4
77 | CCOC(=O)c1ccc(-c2ccc(N3C(c4cccc(OC)c4)=Cc4ccc(F)cc4C3CC(C)=O)cc2)cc1F (stereo unspecified) | -4.9
78 | Cc1ccc(NC(=O)Cn2cnc(C(=O)Nc3ccc(C)c(C)c3)n2)cc1C | -5.6
79 | CC(=O)Nc1ccc(C(=O)N2CCCCC2c2cc(C(=O)Nc3cccc4c3CCCC4)no2)cc1 (stereo unspecified) | -6.7
80 | S=c1[nH]nc(SCc2ccccc2)c2[nH]cnc12 | -4.9
81 | O=C(O)CCCC1(C(=O)O)CCCC1 | -2.2
82 | COc1ccc(NC(=O)[C@H](C)NS(=O)(=O)c2ccc(NC(C)=O)cc2)cc1Cl | -5.4
83 | O=C1C2C3C=CC(C3)C2C(=O)N1c1ncc([N+](=O)[O-])s1 (stereo unspecified) | -5.4
84 | COC(=O)c1ccc(NC(=O)CCCN2C(=O)NC(C)(C)C2=O)cc1 | -2.6
85 | CCCc1c(C(=O)N/N=C/C2CC=CCC2)nnn1-c1nonc1N (stereo unspecified) | -2.2
86 | Cn1cnc([N+](=O)[O-])c1S(=O)(=O)Nc1ccccc1 | -4.5
87 | Cc1ccc(NC(=O)c2ncn(CC(=O)N3CCN(c4ccccn4)CC3)n2)cc1C | -7.2
88 | Cc1noc(C)c1-c1ccc(C(=O)NCc2ccccc2)c2occc12 | -4.3
89 | COc1cc(-c2cnc3c(NC=O)cc(-c4cccc(C(F)(F)F)c4)cn23)cc(OC)c1OC | -3.0
90 | O=C(OCc1cn([C@H]2C[C@H](c3ccc(Cl)cc3)N(Cc3cccs3)C[C@@H]2O)nn1)c1ccccc1 | -6.2
91 | CCCNC(=O)C1(C)CCCN(Cc2cc(-c3ccccc3)n(C)n2)C1 (stereo unspecified) | -4.2
92 | N#CC(=Cc1ccccn1)c1nc(-c2ccc(Cl)cc2)cs1 | -3.9
93 | COc1ccc([C@H]2C[C@H](n3cc(C4CC4)nn3)[C@@H](O)CN2C(=O)C2CCCCC2)cc1 | 0.2
94 | Cc1ccc(C)c(S(=O)(=O)N2CCCC2CNC(=O)C(=O)Nc2ccccc2)c1 (stereo unspecified) | 1.3
95 | Cc1ccc(S(=O)(=O)N2[C@H](C(C)C)[C@H]3[C@H]4C(=O)N(c5ccccc5)C(=O)[C@H]4CC(=O)[C@H]3[C@@H]2c2ccccc2)cc1 | -3.6
96 | O=C1NC[C@H](CC2CCCCC2)N(CCc2cc(C(F)(F)F)cc(C(F)(F)F)c2)C1=O | -8.3
97 | CCN1C(=O)[C@@H]2[C@@H]3CN(S(=O)(=O)c4ccc(C)cc4)[C@@H](c4ccccc4)[C@@H]3C(=O)C[C@@H]2C1=O | 0.9
98 | Cc1nc2ccc(C(=O)N3c4ccccc4N=C(c4ccc5c(c4)OCO5)C3C(=O)NCc3ccccc3)cc2[nH]1 (stereo unspecified) | -6.9
99 | CCOC(=O)Cn1nc2oc(=O)c(CCN3CCN(c4ccccc4OC)CC3)c(C)c2c1C | -5.8
100 | O=C(NCCN1CCNC1=O)c1ccc2sc([C@H]3C[C@H](O)[C@@H](CO)O3)nc2c1 | -1.2

# Shown field by field: part of the list above.
91: CCCNC(=O)C1(C)CCCN(Cc2cc(-c3ccccc3)n(C)n2)C1 (stereo unspecified)
  GalR3 antagonist = -4.2

92: N#CC(=Cc1ccccn1)c1nc(-c2ccc(Cl)cc2)cs1
  GalR3 antagonist = -3.9

# (continued)
no. | smiles | GalR3 antagonist
101 | COc1ccc(S(=O)(=O)Nc2ccc3c(c2)[C@H]2C[C@H](CC(=O)NCC4CC4)O[C@@H](CO)[C@H]2O3)cc1 | 1.2
102 | COCCNC(=O)C1(C)CCCN(C(=O)c2ccccc2C(F)(F)F)C1 (stereo unspecified) | -7.2
103 | c1ccc(OCCNc2nc(NCC3CC3)nc3ccsc23)cc1 | -11.7
104 | CC1(C(=O)Nc2ccc3c(c2)OCCO3)CCN1C(=O)c1cccc(F)c1 (stereo unspecified) | -2.0
105 | CCN(CC)C(=O)C1=C(C)N(CCCN2CCCC2=O)C(=O)C(CC(=O)NC(c2ccccc2)c2ccccc2)C1 (stereo unspecified) | -6.2
106 | COc1ccc(C(C)(NC(C)=O)c2nc(-c3cc(F)cc(F)c3)cs2)cc1 (stereo unspecified) | -5.2
107 | O=C(Nc1ccc(Cl)cc1)OCCN1CCOCC1 | -6.5
108 | COc1cc2c(O)cc(C(=O)O)c(-c3cc(OC)c(OC)c(OC)c3)c2cc1OC | -5.8
109 | Cc1c(C(=O)NCc2ccc(F)cc2)sc(=O)n1Cc1ccc(Cl)c(Cl)c1 | -2.4
110 | CCOC(=O)C1(C)CCN1C(=O)c1cc2ccccc2s1 (stereo unspecified) | -7.5
